APP 5UTR inh: inhibitors of APP translation via 5'UTR reporter, primary screen, APP 5'UTR luciferase, SH-SY5Y cells. actives 0.82% (n = 190,000). SH-SY5Y APP 5'UTR-luciferase reporter, luminescence. inhibition, % at 2 µM;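 active = inhibition above a set limit, derived from the sample mean plus 3 SD, cut at about 45% in these data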; note: values of inactives mirror those of a sister screen read the other way
STAT3 act: IL-6 driven STAT3 reporter potentiators, primary screen, U3A cells, luciferase, luminescence, MLSCN library | IL-6 STAT3-luciferase reporter; 100% = signal with IL-6 EC80 alone | activation (% of control), % at 5.6 µM | actives 0.91% (n = 190,000) | AID 871, 2007;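 active = activation above the screen-wide mean of compound activation plus 3 SD, cut at about 130% in these data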;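 note: 0% = background luminescence of wells with medium and substrate only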
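Test system: Human STAT1-deficient U3A cells with stable STAT3-luciferase reporter | Also added: Interleukin-6, 33 ng/mL | Timing: Compound pre-incubation 1 h before IL-6, then 6 h stimulation at 37 °C | Technique: Luciferase reporter luminescence | Read-out: Percent of IL-6-only median luminescence | Benchmarks: IL-6-only wells as 100% reference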
FLuc inhib CS: firefly luciferase enzyme inhibitors, primary screen, artefact control for luciferase-based inhibitor screens, biochemical, luminescence, ATPLite | inhibition, % at 10 µM | actives 1.5% (n = 200,000) | AID 1006, 2008 | 10 min | Luciferin 4-monooxygenase (Photinus pyralis), P08659;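 active = inhibition above about 50% when tested at 10 µM, limit read from the data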
Target sequence (P08659 whole entry, looked up): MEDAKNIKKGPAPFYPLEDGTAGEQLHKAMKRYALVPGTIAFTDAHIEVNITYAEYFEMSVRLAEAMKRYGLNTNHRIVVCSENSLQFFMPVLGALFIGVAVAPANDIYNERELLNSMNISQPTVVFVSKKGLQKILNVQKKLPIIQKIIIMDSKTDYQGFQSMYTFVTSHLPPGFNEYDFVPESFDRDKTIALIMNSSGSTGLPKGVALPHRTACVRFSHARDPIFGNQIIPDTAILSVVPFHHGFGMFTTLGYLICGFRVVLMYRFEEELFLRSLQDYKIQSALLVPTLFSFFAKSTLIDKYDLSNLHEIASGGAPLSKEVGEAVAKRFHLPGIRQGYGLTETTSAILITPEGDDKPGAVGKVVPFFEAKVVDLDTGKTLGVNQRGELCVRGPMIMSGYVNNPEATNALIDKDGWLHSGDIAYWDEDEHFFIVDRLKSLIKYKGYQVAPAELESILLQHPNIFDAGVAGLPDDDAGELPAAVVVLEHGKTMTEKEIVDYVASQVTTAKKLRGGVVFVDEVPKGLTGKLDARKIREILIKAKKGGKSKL
APP 5'UTR act: activators of APP 5'UTR luciferase reporter, primary screen, SH-SY5Y cells; SH-SY5Y APP 5'UTR luciferase reporter, luminescence; zero percent = DMSO vehicle wells; activation, % at 2 µM; actives 1% (n = 190,000); AID 1276, 2008;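 active = activation above a set limit, based on mean plus 3 SD of controls, cut at about 140% in these data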; note: values of inactives mirror those of a sister screen read the other way
STAT3 inh: IL-6 driven STAT3 reporter inhibitors, primary screen, U3A cells, luciferase, luminescence, MLSCN library. IL-6 STAT3-luciferase reporter; host cell line lacks STAT1. inhibition, % at 5.5 µM. actives 0.89% (n = 190,000). AID 862, 2007;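 active = inhibition above the mean inhibition across all screened compounds plus 3 SD, cut at about 44% in these data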;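 note: 0% = DMSO only wells and 100% = 100 µM nifuroxazide control wells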
STAT1 inh: STAT1 signaling inhibitors, primary screen, cell-based, HTS, luciferase reporter. AID 920, 2007. inhibition, % at 5.5 µM. actives 0.35% (n = 200,000). NIH 3T3 STAT1-luciferase reporter, IFN-gamma, luminescence;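 active = inhibition above a set limit, the mean inhibition across all tested compounds plus 3 SD, cut at about 34% in these data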;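 note: 0% = IFN-gamma with DMSO and 100% = IFN-gamma with 300 µM nifuroxazide; values of inactives mirror those of a sister screen read the other way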
ROMK primary: ROMK potassium channel modulators, primary screen, cell-based, thallium flux, MLSMR library; ATP-sensitive inward rectifier potassium channel 1 (Homo sapiens), P48048; Tet-inducible ROMK, thallium flux fluorescence; actives lie on both sides; B-score at 10 µM; actives 2% (n = 130,000);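 active = signal ratio slope over the read window, or its plate-corrected B-score, at least 3 SD from the plate mean, either direction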;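 note: B-score of the F/F0 ratio slope over 7 to 12 s after thallium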
Target sequence (P48048 whole entry, looked up): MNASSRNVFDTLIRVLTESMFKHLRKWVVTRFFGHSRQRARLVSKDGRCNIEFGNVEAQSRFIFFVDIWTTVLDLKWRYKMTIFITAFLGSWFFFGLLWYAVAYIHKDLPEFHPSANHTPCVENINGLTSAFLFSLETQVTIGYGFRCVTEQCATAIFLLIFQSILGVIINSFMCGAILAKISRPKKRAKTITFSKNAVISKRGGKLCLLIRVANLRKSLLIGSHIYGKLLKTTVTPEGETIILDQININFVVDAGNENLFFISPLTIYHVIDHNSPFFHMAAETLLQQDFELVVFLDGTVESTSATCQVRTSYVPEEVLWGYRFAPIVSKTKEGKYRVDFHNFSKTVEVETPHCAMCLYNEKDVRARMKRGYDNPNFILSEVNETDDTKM
NF-kB neuron act: activators of NF-kB expression in neurons, primary screen, cell-based, HTS | human neuronal cells, NF-kB reporter expression; stronger effect = higher value | fold change at 12.5 µM | actives 1.6% (n = 190,000); in the data active = fold change above about 3.3
FLuc act counter: FLuc activators, initial screening, artefact control for FLuc-dependent activation tests, biochemical, ATPlite luminescence; 200,000 tested, under 10 active; ATPlite luciferase biochemical, 10 min; 0 = ATP-free wells, 1 = DMSO control; Luciferin 4-monooxygenase (Photinus pyralis), P08659; activation factor at 10 µM;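 active = luciferase activation factor, scaled between plate controls, of at least 2 with compound at 10 µM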
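Assay system: Luciferase/luciferin reagent mix; Medium: PBS as buffer for the ATP substrate; Dosing: test compounds dosed from 2 mM stocks in 100% DMSO; Times: 10 min, room temperature; Signal: luminescence from luciferase reaction; Read-out: luciferase activation; Controls: No-ATP low control, compound-free enzyme-plus-ATP high control.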
STAT1 activator: STAT1 signaling activators, primary screen, cell-based, HTS, luciferase reporter; NIH 3T3 STAT1-luciferase reporter, IFN-gamma, luminescence; 100% = IFN-gamma alone, no compound; activation (% of control), % at 5.5 µM; actives 2.6% (n = 200,000);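 active = activation above the screen-wide mean activation plus 3 SD, cut at about 130% in these data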;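 note: raw ratio to IFN-gamma control signal so 100% means no change and 0% no light; values of inactives mirror those of a sister screen read the other way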
An asterisk follows results filed as active; · = not tested or not shown.

Structure,APP 5UTR inh,STAT3 act,FLuc inhib CS,APP 5'UTR act,STAT3 inh,STAT1 inh,ROMK primary,NF-kB neuron act,FLuc act counter,STAT1 activator
O=C(O)CCN1C(=O)/C(=C/c2ccc(-c3nc4ccccc4s3)o2)SC1=S,-27,103,-4,27,1,-9,·,1.2,1,108
O=C(COC(=O)c1cccnc1)c1ccc(Cl)c(Cl)c1,4,97,1,-4,7,9,·,1.1,1,92
COc1ccccc1N1CCN(CC(=O)NCC2CCCO2)CC1 (configuration not stated),1,100,5,-1,4,3,-0.5,1.5,1,96
N/C(=N\OC(=O)c1ccc([N+](=O)[O-])cc1)c1cccnc1,-25,89,94*,25,15,-24,·,1.7,0.1,121
O=C(c1ccc(F)cc1)N1CCCCC(S(=O)(=O)c2ccccc2)C1=O (configuration not stated),4,102,-2,-4,1,0,0.81,1.2,1,100
COc1ccc(CC(=O)Nc2ccc(-c3csc(C)n3)cc2)cc1,3,79,-4,-3,30,-4,0.77,1.4,1,104
Cc1c(NC(=O)NC(=O)c2ccc(F)cc2)c(=O)n(-c2ccccc2)n1C,-8,104,-5,8,1,1,·,1.3,1,99
CC(C)(C)c1nc2c(C#N)c(-c3ccc(Cl)cc3)ccn2n1,-14,95,-1,14,10,-11,-1.5,0.72,1,110
C=CCOC(=O)C1=C(C)NC(SCC(=O)Nc2ccccc2)=C(C#N)C1c1ccco1 (configuration not stated),-8,98,0,9,5,-7,·,1.1,1,107
COC(=O)N1CCN(c2ccc(C)c(C)c2)CC1,-49,77,-9,49,28,2,0.13,1,1.1,98
CS(=O)(=O)N1CCC(C(=O)N2CCN(c3ccccc3)CC2)CC1,-29,104,-7,29,8,7,0.00036,1.4,1.1,93
CCc1nn(CC(=O)N2CCN(Cc3ccc4c(c3)OCO4)CC2)c(=O)c2cc3occc3n12,-4,91,-7,4,12,-1,·,0.88,1.1,100
COc1nc(Nc2ccc([N+](=O)[O-])cc2)nc(NC2CCCCC2)n1,4,89,-6,-4,15,4,-0.079,0.61,1.1,96
Cc1ccc2c(c1)c1c3n2CCCN(Cc2ccccc2)C3CCC1 (configuration not stated),-2,93,-2,2,15,-3,0.51,0.98,1,103
COc1ccc(-c2nc3c4c(ncn3n2)-c2ccccc2CC42CCCC2)cc1,8,103,-4,-8,-4,-12,1.3,1.2,1,110
C=CCNC(=O)Nc1ccc(Cl)cn1,12,94,-8,-12,10,5,1.3,2.3,1.1,96
Cc1cc(S(=O)(=O)NCCN(C)C)c(C)s1,-8,100,-7,9,4,0,·,0.95,1.1,100
CC1(C)OC(=O)N(c2ccccn2)C1(C)O (configuration not stated),-3,102,-5,3,2,-6,·,1.2,1,106
Cc1c(CCC(=O)O)c(=O)oc2cc3occ(-c4ccc(F)cc4)c3cc12,4,127,0,-4,-26,7,·,1.2,1,94
CCC(=O)Nc1ccc(Oc2ccc3c(c2)C(=O)NC3=O)cc1,-3,87,-6,3,19,-2,·,1.1,1.1,102
O=C(Nc1ccc(F)c(Cl)c1)NC1CC1,-3,101,-1,3,4,-8,0.28,1.2,1,106
CCCCN(C)C(=O)CC(NS(=O)(=O)c1ccc(NC(C)=O)cc1)C(C)C (configuration not stated),1,102,0,-1,7,0,-0.094,0.96,1,100
COc1ccccc1Nc1nc(N)nc(CSC(=S)N2CCN(c3ccccc3)CC2)n1,-2,93,-4,2,13,-2,0.0073,0.97,1,102
CC(=O)Nc1ccc(NC(=O)Nc2cccc(C)c2C)cc1,-3,106,-1,3,-6,-7,-0.76,1.2,1,106
CCc1nnc(NC(=O)CSc2nnc3c(n2)[nH]c2ccccc23)s1,-4,97,-4,4,6,-29,0.0058,1.1,1,127

Some of the entries so far, as labelled records.
> Cc1ccc2c(c1)c1c3n2CCCN(Cc2ccccc2)C3CCC1 (configuration not stated)
- APP 5UTR inh: -2
- STAT3 act: 93
- FLuc inhib CS: -2
- APP 5'UTR act: 2
- STAT3 inh: 15
- STAT1 inh: -3
- ROMK primary: 0.51
- NF-kB neuron act: 0.98
- FLuc act counter: 1
- STAT1 activator: 103

> COc1ccc(-c2nc3c4c(ncn3n2)-c2ccccc2CC42CCCC2)cc1
- APP 5UTR inh: 8
- STAT3 act: 103
- FLuc inhib CS: -4
- APP 5'UTR act: -8
- STAT3 inh: -4
- STAT1 inh: -12
- ROMK primary: 1.3
- NF-kB neuron act: 1.2
- FLuc act counter: 1
- STAT1 activator: 110

Further compounds:
Structure,APP 5UTR inh,STAT3 act,FLuc inhib CS,APP 5'UTR act,STAT3 inh,STAT1 inh,ROMK primary,NF-kB neuron act,FLuc act counter,STAT1 activator
O=C1NCCN(Cc2ccc(-c3ccccc3)cc2)C1CC(=O)N1CCN(CCO)CC1 (configuration not stated),3,100,1,-3,6,-18,0.14,1.1,1,115
C=CCOc1cccc(C2C(C(=O)c3ccco3)=C(O)C(=O)N2CCN2CCOCC2)c1 (configuration not stated),-11,105,3,11,1,-3,·,1.2,1,104
CCCCSc1nc2ccc(Nc3nc(N4CCOCC4)nc(N4CCOCC4)n3)cc2s1,-12,101,-11,12,3,-10,·,0.93,1.1,109
Fc1ccc(N2CCN(Cc3ccccn3)CC2)cc1,-4,97,-6,4,5,-4,0.15,0.99,1.1,101
CCOC(=O)c1c(C)c(C(=O)Nc2ccc(N(C)C)cc2)c(C)n1CC,-7,105,-1,7,-3,-13,·,1.3,1,112
O=C(c1ccccc1)N1CCN(C(=S)NCCc2ccccc2)CC1,9,108,-3,-9,-7,-2,·,0.92,1,102
CC1=CC(=O)C=C(C)C1=NOc1ccccc1[N+](=O)[O-],26,106,-5,-26,-5,5,-0.051,3.7*,1.1,95
CCN1CCN(C(c2ccccc2F)c2nnnn2Cc2ccc3c(c2)OCO3)CC1 (configuration not stated),2,103,-4,-2,-1,19,-2.2*,1,1,82
COc1ccc(N2CCN(Cc3nnnn3C3CCCCC3)CC2)cc1,-10,109,-4,10,-8,2,0.037,1.2,1,98
O=C(CN1C(=O)c2ccccc2C1=O)Nc1ccccc1C(=O)N1CCCC1,1,105,-3,-1,-3,-2,-0.14,1.3,1,102
COc1ccc(OCCNc2cc(N3CCOCC3)ccc2[N+](=O)[O-])cc1,-4,89,-6,4,23,6,·,0.42,1.1,95
O=C(O)CCSc1ccccn1,-25,100,-6,25,12,0,-1.8,1.1,1.1,99
CC(Sc1nnnn1-c1ccccc1)C(=O)Nc1ccccc1-c1ccccc1 (configuration not stated),9,103,-4,-9,-4,7,-0.7,1.1,1,94
COCCn1c(SCC(=O)Nc2ncc(Cl)c(C)c2Cl)nc2ccccc21,14,104,-11,-14,-1,9,·,2.3,1.1,91
CCc1ccc(/C=C/C(=O)c2ccc(S(=O)(=O)N(C)C)cc2)cc1,-2,101,-1,2,-6,-4,·,0.91,1,104
Cc1c(/C=C/C(=O)c2ccc(C(C)C)cc2)cnn1C,-44,88,58*,44,23,-17,2,1.9,0.4,114
CCOC(=O)N1CCN(c2cc(N)c([N+](=O)[O-])cc2F)CC1,-22,79,-3,22,35,-5,·,0.92,1,104
CC(NS(=O)(=O)c1ccccc1)C(c1cccs1)N1CCOCC1 (configuration not stated),-3,97,0,3,3,10,1.8,1.1,1,91
COc1ccc(C(=O)c2no[n+]([O-])c2C(=O)c2ccc(OC)cc2)cc1,-9,94,-8,9,11,17,·,0.12,1.1,85
COc1ccc2c(c1)[nH]c1c(=O)n(CCCn3ccnc3)cnc12,-5,100,-2,5,4,-2,0.4,1,1,102
CC(C)OC(=O)C1CC=CCC1C(=O)Nc1ccc(Cl)cc1 (configuration not stated),4,104,-4,-5,-4,13,·,1,1,88
CCCCOC(=O)Nc1nc(C)c(C(=O)OCC)s1,-12,87,-5,12,18,-15,·,2.1,1.1,114
CCCCn1c(-c2ccccc2)nc2c(=O)n(C)c(=O)[nH]c21,9,98,-2,-9,11,5,0.56,1,1,95
CC(C)N=Cc1c(O)[nH]c2ccccc12,4,81,-2,-4,28,4,0.035,1.4,1,96
COc1cc(C(=O)OCC(=O)Nc2sccc2C(N)=O)cc(OC)c1OC,8,80,1,-8,28,42*,1,0.86,1,60
Cc1cc(=O)[nH]c(SCCCOc2ccc(F)cc2)n1,-1,100,2,1,6,5,0.033,1.3,1,95
CCC(C)NC(=O)CCc1c(C)nc2nc(-c3cc(OC)cc(OC)c3)nn2c1C (configuration not stated),11,99,0,-11,5,0,·,0.52,1,100
CC(O)C(NS(=O)(=O)c1ccc(Cl)cc1)C(=O)OCc1nnc(-c2ccccc2)o1 (configuration not stated),-6,100,5,6,3,-5,·,1.5,1,105
COc1ccc(-n2nnnc2SCC(=O)c2cccc(OC)c2)cc1,6,94,-5,-6,9,10,-0.39,1.1,1,91
O=C(NCCSc1ccc(Cl)cc1)c1ccco1,·,95,-2,·,6,-6,-0.062,1.2,1,103

Screens from PubChem BioAssay.

Not a hit list. About 7.1% of those tested had a hit in this group.
